Peg3 promoter: Peg3 promoter-driven luciferase inhibitors, primary screen, cell-based, HeLa, luciferase luminescence | HeLa PEG-Prom luciferase reporter, overnight | inhibition, % at 20 µM | 1.7% of 360,000 active | AID 588405, 2011;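 active means inhibition of at least 50% at 20 µM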
Shn3 3UTR inh: reduction of Shn3 3'UTR firefly luciferase signal, primary screen, Schnurri-3 inhibitor project, cell-based, Clone20 osteoblasts, set 2; 0.52% of 360,000 active; AID 588674, 2011; Clone20 osteoblast Shn3 3'UTR firefly luciferase, 24 h; inhibition, % at 12.5 µM;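 active means mean inhibition of at least 75% with every replicate also reaching 75%; inconclusive means mean inhibition at least 75% but some replicate below; inactive means mean inhibition below 75%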;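 further: 0% = median of neutral control wells and 100% = pilot-screen positive control compound; some compounds past the cut are filed as inactive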
CF NFkB inh: inhibitors of PAF-induced NF-kB signaling, primary screen, cell-based, GFP fluorescence, uHTS. KKLEB NF-kB-GFP reporter, GFP fluorescence overnight. 0.86% of 360,000 active. inhibition, % at 5 µM;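 active means at least 50% inhibition at 5 µM, scaled per plate between neutral and stimulator controls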;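 further: PAF is a Pseudomonas aeruginosa culture filtrate used as stimulus; plate controls were PAF-stimulated DMSO wells for no effect and unstimulated DMSO wells for full effect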
NR2E3 ag-1: NR2E3 agonists in two-hybrid cells, primary screen, cell-based, luminescence, CHO-S, Gal4-NCOR/VP16-NR2E3 | 0.35% of 360,000 active | Photoreceptor-specific nuclear receptor (Homo sapiens), Q9Y5X4 | luciferase | AID 602229, 2012 | inhibition of corepressor binding, % at 3.98 µM;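 active means inhibition above the mean of all tested compounds plus 3 SD, cut at about 70% in these data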;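 further: 0% = DMSO with NR2E3 transfected cells and 100% = cells lacking NR2E3 construct; higher means lower luciferase signal from less NR2E3 corepressor binding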
Target sequence (Q9Y5X4 whole entry, looked up, the tested form may be a part): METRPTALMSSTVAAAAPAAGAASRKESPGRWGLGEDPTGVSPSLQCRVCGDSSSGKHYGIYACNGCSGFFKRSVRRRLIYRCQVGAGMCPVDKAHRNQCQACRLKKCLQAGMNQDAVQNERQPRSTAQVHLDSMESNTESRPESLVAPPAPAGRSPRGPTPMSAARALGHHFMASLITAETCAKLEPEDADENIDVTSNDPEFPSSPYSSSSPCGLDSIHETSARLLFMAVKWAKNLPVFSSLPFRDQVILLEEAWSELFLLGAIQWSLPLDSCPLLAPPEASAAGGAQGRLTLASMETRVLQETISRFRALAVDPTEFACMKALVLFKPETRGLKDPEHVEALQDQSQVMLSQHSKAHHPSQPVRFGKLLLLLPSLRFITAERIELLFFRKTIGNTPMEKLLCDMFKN
iPSC survival up: enhancers of single-cell hiPSC survival, primary screen, ATPlite luminescence; survival enhancement, % at 20 µM; 100% = ROCK inhibitor wells, 0% = DMSO; 0.044% of 360,000 active; in the data active means survival enhancement above about 18%;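 further: cells exposed to compounds for 16 hours before the ATP read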
aDG glyco up: activators of alpha-DG glycosylation, primary screen, uHTS, Pro5-aDG cells, AlphaScreen; alpha-DG glycosylation AlphaScreen (IIH6); 0% Pro5, 100% B10-LARGE cell signal; activation, % at 10 µM; 0.22% of 360,000 active;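 active means activation of at least 8% versus controls, or a plate z-score of at least 8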;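 further: Pro5 are CHO cells carrying HIG-tagged alpha-DG that lacks glycosylation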
KKLEB cytotox: cytotoxicity in KKLEB CF airway cells, primary screen, cytotoxicity control for CF NF-kB inhibitor project, cell-based, uHTS, fluorescence assay plates. activity change (cytotoxicity), % at 5 µM. AID 602141, 2011. 0.36% of 360,000 active. KKLEB CF airway cells viability, ATPlite luminescence, overnight; active compounds read low; cells stimulated with P. aeruginosa culture filtrate;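 active means corrected activity change at or below -50% at 5 µM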
NR2E3 ag-2: inhibitors of NR2E3-RetCOR corepressor binding, primary screen, NR2E3 agonist project, biochemical, TR-FRET, GST-NR2E3, biotin-RetCOR. Photoreceptor-specific nuclear receptor (Homo sapiens), Q9Y5X4. 1536-well. inhibition of corepressor binding, % at 4.78 µM. 0.12% of 320,000 active. AID 2300, 2010;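 active means percent inhibition above the cutoff of mean plus 3 SD of all tested compounds, set per screening campaign, cut at about 20% in these data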;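 further: 0% = DMSO wells and 100% = biotin wells as full block of FRET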
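Material: NR2E3–RetCOR corepressor complex | Quantity: 1.35 nM GST-tagged NR2E3 final | Schedule: 5 h at 4 °C | Replication: Singlicate compound wells | Reagent: RetCOR corepressor, biotinylated, 7 nM | Controls: Biotin wells as high control, 0.6% DMSO wells as low control | Signal: TR-FRET, Eu(K)-anti-GST donor, streptavidin-D2 acceptor, ex 340, em 617/671 nm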
MITF TRPM1 inh: inhibitors of MITF-dependent TRPM1 promoter reporter, primary screen, cell-based, SK-MEL-5, single point, luciferase | AID 488899, 2010 | SK-MEL-5 TRPM1 promoter luciferase, 24 h | inhibition, % at 12.5 µM | 0.83% of 330,000 active;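 active means mean inhibition across replicates of 60% or more, whatever share of single replicates reaches that level; inconclusive means some that reach 60%, reason not given; inactive means mean inhibition across replicates below 60%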; further: values of inactives mirror those of a sister screen read the other way
HIF-2a block: HIF-2a reporter inhibitors, primary screen, luminescence, 786-0 RCC cells; 786-0 RCC cells HIF-2a reporter, luciferase luminescence, overnight; inhibition, % at 18.8 µM; 0.72% of 360,000 active; AID 624352, 2012;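 active means inhibition of the luminescence signal of 40% or more relative to plate controls, in a single-dose primary screen at 18.75 µM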
TWEAK-Fn14 inh: inhibitors of TWEAK-Fn14 signaling, primary screen, luciferase reporter cells, uHTS. TWEAK-stimulated Fn14 reporter cells, luciferase luminescence, 8 h. inhibition, % at 10 µM. 2% of 360,000 active. AID 1159606, 2016; in the data active means inhibition above about 50%
An asterisk follows results filed as active; ? = inconclusive; nt = no result given. Compounds as they come; any-hit rate near 4.4%.

SMILES	Peg3 promoter	Shn3 3UTR inh	CF NFkB inh	NR2E3 ag-1	iPSC survival up	aDG glyco up	KKLEB cytotox	NR2E3 ag-2	MITF TRPM1 inh	HIF-2a block	TWEAK-Fn14 inh
CN(C)c1ccc(C=Cc2ccnc3c(O)cccc23)cc1	0.1	?	-1.8	12.6	-3.3	1.2	-8.2	nt	nt	-3.5	2.6
Cc1cccc(NC(=S)N2CCC(O)CC2)c1C	1.0	5.6	12.7	4.3	-0.9	-0.1	-5.6	0.6	-3.1	6.5	-1.6
CCOC(=O)C1=NN(c2ccccc2C)C2=NC(C)=C(C(=O)OC)C(c3cccs3)N12 (centres undefined)	10.2	-0.1	23.6	-8.6	0.4	-0.3	18.2	-3.1	-12.8	20.5	-12.7
CCn1c(=O)cc(NC2=NCC(C)CN2c2cccc(Cl)c2)n(C)c1=O (centres undefined)	-0.8	-4.9	-0.9	-24.3	-1.2	2.0	-1.1	3.5	11.3	23.7	-1.7
O=C(Nc1ccccc1C(=O)Nc1ccccc1)c1ccco1	-141.2	-7.0	10.4	-5.7	-0.6	0.0	-0.1	3.9	-6.0	-11.4	14.1
COc1cccc(-c2csc(N3CCN(C(=O)Nc4ccccc4Cl)CC3)n2)c1	-17.3	8.0	8.5	-34.7	1.3	0.5	-14.1	-0.9	-10.5	-61.9	-7.0
N#Cc1ccc(OS(=O)(=O)c2ccc(-c3ccon3)s2)cc1	9.3	32.8	-19.4	23.1	0.1	0.7	4.8	4.6	-20.8	-7.5	3.3
CC1=C(C(=O)N(C)C)CC(CC(=O)NC(c2ccccc2)c2ccccc2)C(=O)N1CCC1=CCCCC1 (centres undefined)	-10.9	23.8	-9.5	-34.7	-1.1	-0.1	-11.6	nt	nt	-8.2	6.6
CCOC(=O)c1ccc(-n2c(CN3CCC(C(N)=O)CC3)nc3ccc([N+](=O)[O-])cc3c2=O)cc1	-29.5	-15.0	4.7	-31.2	0.1	-0.1	-10.4	0.7	-3.2	-41.7	15.4
CCn1c(COc2ccc(Cl)cc2)nnc1SCc1ccc(C#N)cc1	19.5	-7.2	5.4	-7.8	0.0	0.2	0.0	-2.6	-0.8	23.7	3.4
Oc1ccc(Nc2nc(-c3cccs3)cs2)cc1	-50.7	-7.2	-26.4	8.0	-0.2	-0.2	13.7	0.0	-70.5	-10.4	-18.6
COc1cccc(CNC(=O)c2ccc(S(=O)(=O)N3CCOCC3)cc2)c1	-10.7	6.2	10.6	1.9	-0.4	-0.1	-9.3	nt	5.5	0.2	-4.1
CCOC(=O)C(C)(C)Sc1nc2c(cnn2-c2ccc(F)cc2)c(=O)[nH]1	16.7	17.6	-3.9	-4.7	1.7	-0.1	6.9	3.3	-11.1	15.1	9.8
COc1cccc(N/C(N)=N/c2nc(C(F)(F)F)cc(C(F)(F)F)n2)c1	-4.0	14.8	-7.4	2.5	-1.9	0.8	11.0	-0.5	1.7	0.3	14.9
CC(=O)c1ccc(S(=O)(=O)N(Cc2cc3cc4c(cc3[nH]c2=O)OCCO4)CC2CCCO2)cc1 (centres undefined)	-122.6	-102.6	-2.8	-43.1	4.6	-0.2	1.9	-3.8	-46.8	-146.2	-9.5
COc1ccc(NC(=O)C(=O)NCC2CCCN2S(=O)(=O)c2cc(C)ccc2C)cc1 (centres undefined)	17.1	26.4	-13.5	-104.7	-0.4	0.2	-11.9	2.8	31.0	5.1	4.7
CC(C)NC(=O)N(C)C[C@H]1OCc2cnnn2CCCC(=O)N([C@H](C)CO)C[C@@H]1C	0.2	4.4	4.9	-2.4	1.9	0.0	1.5	nt	nt	10.8	8.3
CCC(C)c1ccc(NC(=S)N2CCN(C(=O)C3CCCO3)CC2)cc1 (centres undefined)	-88.0	15.7	-9.3	-23.6	0.4	0.2	17.8	-0.6	12.4	1.3	12.8
CC(C)c1cc(C(=O)Nc2cccc(Cl)c2)no1	-315.9	-45.6	2.3	-131.6	1.2	-0.2	5.6	-2.2	-88.2	-259.6	25.0
CC(=O)N1CCOc2ccc(S(=O)(=O)NCCc3ccc(C)cc3)cc21	7.4	1.0	7.7	-0.8	-0.4	0.3	-1.4	2.3	-2.4	-1.7	3.1
O=[N+]([O-])c1ccc2nc(C3CCCCC3)[nH]c2c1	-63.0	-15.6	2.8	-45.6	0.8	-0.1	6.9	1.0	-15.2	-124.6	-46.3
CCOc1ccccc1NC(=S)N(CCN(C)C)C(C)c1ccncc1 (centres undefined)	18.2	1.2	-15.7	22.4	0.1	-0.2	4.9	0.9	2.2	4.0	-3.7
Cc1ccc2nc(-c3cccc(S(=O)(=O)N(C)C)c3)cn2c1	-269.7	-64.5	-5.1	-80.3	-3.6	-0.2	-5.3	3.9	-79.1	-246.2	-1.5
O=[N+]([O-])c1ccccc1C(=Nc1ccccc1)c1c(O)cc(O)cc1O	-4.8	15.2	9.5	-11.2	2.0	0.3	1.6	nt	nt	7.7	2.7
Cc1cc(C(=O)Nc2ccc(C)c(S(=O)(=O)N3CCOCC3)c2)c(C)o1	15.9	-7.1	1.3	12.1	0.0	0.0	8.9	3.8	2.1	23.3	17.0
COc1ccc(NC(=O)c2cccc3c(Br)cccc23)cc1	-2.4	-1.4	11.3	1.6	0.3	0.0	0.9	-0.8	-7.7	-54.0	-28.6
COC(=O)C1=C(C)N(C)C(C)=C(C(=O)OC)C1c1ccncc1	10.3	-16.6	-30.2	15.5	-1.5	-0.2	5.4	3.8	7.7	-4.0	-13.1
N/C(CCS(=O)(=O)c1ccc(Cl)cc1)=N\OC(=O)c1ccc(Cl)cc1	28.8	-4.0	12.0	-24.1	-0.6	0.1	-14.6	-1.0	12.1	30.9	-25.1
CC1=NN(c2ccccc2)C(=O)C1=C(C)C	0.7	-9.9	15.7	-17.9	1.5	-0.2	-7.2	1.5	-10.7	0.6	1.5
CCCCCCCCSc1nnc(/N=C/N(C)C)s1	1.7	-3.2	6.1	-1.5	1.6	-0.1	7.3	-1.5	0.5	4.0	-0.9
O=c1cc(O)nc(SCc2ccccc2Cl)[nH]1	12.7	-7.3	2.6	-24.6	0.1	-0.2	4.4	4.7	-2.9	6.8	9.1
Cc1cc(NC(=O)Cn2cnc3sccc3c2=O)no1	11.7	1.8	-18.4	-13.5	1.3	-0.3	1.2	nt	2.1	2.0	14.9
CCn1c(SCC(=O)N2CCN(c3cccc(Cl)c3)CC2)nc2ccccc2c1=O	26.4	-8.8	8.3	-11.1	1.6	2.8	-0.2	-1.5	8.7	18.1	27.0
CSc1c2c(nc3ncnn13)CCC2	13.6	6.3	-0.2	-0.8	-0.4	-0.1	5.0	1.2	-6.0	14.7	-13.0
COc1ccc(CN2CCC(n3nccc3NC(=O)C3CCCC3)CC2)cc1	0.9	10.7	-30.8	-32.5	0.2	-0.2	23.8	2.1	1.7	12.1	1.7
CCOC(=O)c1ccc(N2CSC3=C(C#N)C(c4cccs4)CC(=O)N3C2)cc1 (centres undefined)	15.8	-2.0	-5.3	-11.3	-1.5	0.0	12.9	26.8*	9.4	-0.5	8.1
Fc1ccccc1N1CCN(Cc2nc(-c3ccccc3)no2)CC1	-16.8	84.8	-2.9	-31.8	2.1	0.1	8.9	-0.9	-0.7	-43.0	5.3
CCC(=O)c1ccc(OCC(=O)NCc2ccccc2CN2CCCC2)cc1	-8.7	-12.3	12.7	-0.3	-0.4	0.2	16.2	nt	-13.2	2.9	5.1
CCc1cc2c(SCc3nc4sc(C(C)=O)c(C)c4c(=O)[nH]3)ncnc2s1	11.3	2.8	16.2	-1.1	-0.3	-0.1	-8.6	4.0	-2.6	12.8	6.7
Cc1ccc(NC(=S)NNC(=O)c2ccccc2OC(F)F)cc1	-33.1	-15.8	6.8	-19.2	-0.7	-0.3	-14.8	1.7	14.6	-120.4	2.6
CCN(CC)CCC(=O)Nc1ccc2c(c1)N(C(=O)CN(CC)CC)c1ccccc1CC2	-16.5	5.0	3.9	-6.5	-2.9	0.1	-2.8	0.1	0.0	8.1	-17.3
COc1ccc(NC(=S)NC(NC(=O)C(C)C)C(Cl)(Cl)Cl)c([N+](=O)[O-])c1 (centres undefined)	2.8	7.6	0.7	-1.2	12.9	0.5	0.3	2.9	1.6	-5.7	-14.8
COC(=O)c1ccc(NC(=O)c2cccc(NC(=O)c3ccco3)c2)cc1	-0.5	-1.1	11.1	3.8	2.0	0.0	-3.1	0.3	5.6	4.4	1.7
O=C(O)CCCn1c(=S)[nH]c2c(sc3ccc([N+](=O)[O-])cc32)c1=O	-16.0	-1.7	-2.6	-6.8	-0.6	-0.3	2.5	3.7	-9.5	-3.0	12.3
Cc1cccc(N(Cc2ccccc2)C(=O)c2cccc(S(=O)(=O)N3CC(C)OC(C)C3)c2)c1 (centres undefined)	24.2	23.7	17.2	-0.8	0.0	0.3	1.4	-2.8	14.3	7.6	9.7
O=c1[nH]c(C2CCN(S(=O)(=O)c3ccc4c(c3)OCCO4)CC2)nc2c1nnn2Cc1cccc(F)c1	22.0	3.2	8.6	0.0	-0.5	-0.1	6.0	2.8	nt	28.2	-13.5
Cc1ccc(C(=O)CN2C(=O)NC3(CCc4ccccc43)C2=O)s1 (centres undefined)	-27.5	12.8	-10.1	-5.5	-0.1	-0.3	-18.4	6.0	6.4	-26.3	-6.9
Cc1ccc(NC(=O)C2CCCN(S(=O)(=O)c3cccnc3)C2)cc1C (centres undefined)	5.0	-16.3	-2.7	10.2	-0.6	0.0	16.8	-1.9	10.8	-6.1	-0.2

Some entries already given, showing only NR2E3 ag-1, TWEAK-Fn14 inh and aDG glyco up.
molecule	NR2E3 ag-1	TWEAK-Fn14 inh	aDG glyco up
CCc1cc2c(SCc3nc4sc(C(C)=O)c(C)c4c(=O)[nH]3)ncnc2s1	-1.1	6.7	-0.1
Cc1ccc(NC(=S)NNC(=O)c2ccccc2OC(F)F)cc1	-19.2	2.6	-0.3

Assay outcomes (PubChem)
